dFosB act = activators of delta FosB homodimer, primary screen, biochemical, fluorescence polarization, TAMRA-CDK5 oligo, single point | purified delta FosB; percent of positive-control signal above neutral wells | AID 493131, 2011 | hit rate 0.99% among 340,000 | activation, % at 25 µM;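 active means mean activation above about 17%, with every replicate also reaching it, limit read from the data, passing the limit was not always enough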;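 further: fluorescence polarization rise as delta FosB binds a TAMRA Cdk5 AP-1 oligo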
MITF TRPM1 HTS = activators of MITF-driven TRPM1 promoter reporter, primary screen, cell-based, SK-MEL-5, luciferase, single point; SK-MEL-5 TRPM1-promoter luciferase, 24 h; % of positive control, neutral wells = 0; activation, % at 12.5 µM; hit rate 0.75% among 300,000; AID 588334, 2011;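 active means mean activation of at least 80% with every replicate also reaching 80%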;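 further: 0% = neutral control wells and 100% = parthenolide positive control wells; values of inactives mirror those of a sister screen read the other way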
PKA-R1A activ = activators of PKA-R1A holoenzyme, primary screen, biochemical, fluorescence polarization, Cy5-IP20, bovine R1A, mouse PKAc; cAMP-dependent protein kinase type I-alpha regulatory subunit (Bos taurus) + …; PKA-R1A dissociation; scaled: DMSO 0%, 113 µM cGMP 100%; activation, % at 11.4 µM; hit rate 0.083% among 340,000;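 active means percent activation above the mean of all tested compounds plus 3 SD, cut at about 19% in these data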;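 further: higher means more PKAc released from R1A so a rise in polarization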
CDK5 p35 inh = inhibitors of human CDK5/p35 kinase, primary screen, biochemical, single concentration; hit rate 0.01% among 330,000; Cyclin-dependent kinase 5 (Homo sapiens) + Cyclin-dependent kinase 5 activator 1 (Homo …; inhibition, % at 10 µM; Recombinant CDK5/p35, ADP-Glo luminescence, 60 min; AID 488839, 2010;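 active means highest replicate inhibition of at least 50% and at least 75% of replicates reaching 50%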;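 further: plate controls were DMSO neutral control for no effect and GW8510 at 10 µM for full effect; many of its hits are not listed in these tables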
NSD2 inh = NSD2 histone methyltransferase inhibitors, primary screen, biochemical, AlphaScreen, single concentration, set 2; inhibition, % at 12.5 µM; AID 743445, 2014; NSD2 peptide methylation, 120 min; hit rate 0.54% among 310,000; Histone-lysine N-methyltransferase NSD2 (Homo sapiens), O96028; in the data active means inhibition above about 50%
PKA-R2B activ = activators of PKA-R2B holoenzyme, primary screen, biochemical, fluorescence polarization, Cy5-IP20, human. AID 504700, 2011. cAMP-dependent protein kinase catalytic subunit beta (Homo sapiens) + cAMP-dependent …. PKA-R2B holoenzyme dissociation; R2B truncated from residue 108, S112A mutant; 0% DMSO only, 100% 113 µM cGMP. activation, % at 11.4 µM. hit rate 0.079% among 340,000;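 active means activation above a cutoff set at the mean over all compounds plus 3 SD, cut at about 18% in these data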;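 further: higher means more holoenzyme dissociation and a rise in polarization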
SR-BI HDL uptake = inhibitors of SR-BI mediated HDL lipid uptake, primary screen, ldlA[mSR-BI] cells, fluorescence, single point; Scavenger receptor class B member 1 (Mus musculus), Q61009; ldlA[mSR-BI] CHO cells, DiI-HDL uptake fluorescence, 3 h; inhibition, % at 12.5 µM; hit rate 0.96% among 320,000; AID 488896, 2010;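 active means mean replicate inhibition of at least 70% and a set share of replicates each scoring 70 or more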;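 further: 0% = median of neutral control wells and 100% = median of positive control wells; values of inactives mirror those of a sister screen read the other way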
SR-BI DiI-HDL act = activators of SR-BI mediated DiI-HDL uptake, primary screen, ldlA[mSR-BI] CHO cells, DiI fluorescence. 3 h; 100 = double the neutral-control signal. activation, % at 12.5 µM. hit rate 0.096% among 320,000. AID 504775, 2011;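 active means mean replicate activation of at least 60% and every replicate at or above 60%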;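 further: 0% = median plate neutral-control signal and 100% = twice that signal; values of inactives mirror those of a sister screen read the other way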
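System: CHO ldlA[mSR-BI] cells / Medium: HEPES-buffered (25 mM, pH 7.4) F12 plus 0.5% BSA / Probe or stimulus: labelled HDL, 10 µg/mL / Doses: single compound concentration, delivered by pin transfer / Schedule: 3 h, 37 °C / Measured by: DiI fluorescence, bottom read / Measure: cell-associated DiI fluorescence as measure of HDL uptake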
DSG3 Ab inh = inhibitors of pemphigus antibody binding to DSG3, primary screen, biochemical, bead-based, flow cytometry, scFv-GFP; binding (percent of control), % at 10 µM; hit rate 0.48% among 310,000; Desmoglein-3 (Homo sapiens), P32926; DSG3-coupled beads, scFv-anti-DSG3-GFP binding; hits give low values;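 active means binding more than 3 SD below its plate's average and above zero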;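 further: hits lower antibody fragment binding to DSG3; some compounds called inactive have numbers as strong as hits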
Target sequence (P32926 whole entry, looked up, the tested form may be a part): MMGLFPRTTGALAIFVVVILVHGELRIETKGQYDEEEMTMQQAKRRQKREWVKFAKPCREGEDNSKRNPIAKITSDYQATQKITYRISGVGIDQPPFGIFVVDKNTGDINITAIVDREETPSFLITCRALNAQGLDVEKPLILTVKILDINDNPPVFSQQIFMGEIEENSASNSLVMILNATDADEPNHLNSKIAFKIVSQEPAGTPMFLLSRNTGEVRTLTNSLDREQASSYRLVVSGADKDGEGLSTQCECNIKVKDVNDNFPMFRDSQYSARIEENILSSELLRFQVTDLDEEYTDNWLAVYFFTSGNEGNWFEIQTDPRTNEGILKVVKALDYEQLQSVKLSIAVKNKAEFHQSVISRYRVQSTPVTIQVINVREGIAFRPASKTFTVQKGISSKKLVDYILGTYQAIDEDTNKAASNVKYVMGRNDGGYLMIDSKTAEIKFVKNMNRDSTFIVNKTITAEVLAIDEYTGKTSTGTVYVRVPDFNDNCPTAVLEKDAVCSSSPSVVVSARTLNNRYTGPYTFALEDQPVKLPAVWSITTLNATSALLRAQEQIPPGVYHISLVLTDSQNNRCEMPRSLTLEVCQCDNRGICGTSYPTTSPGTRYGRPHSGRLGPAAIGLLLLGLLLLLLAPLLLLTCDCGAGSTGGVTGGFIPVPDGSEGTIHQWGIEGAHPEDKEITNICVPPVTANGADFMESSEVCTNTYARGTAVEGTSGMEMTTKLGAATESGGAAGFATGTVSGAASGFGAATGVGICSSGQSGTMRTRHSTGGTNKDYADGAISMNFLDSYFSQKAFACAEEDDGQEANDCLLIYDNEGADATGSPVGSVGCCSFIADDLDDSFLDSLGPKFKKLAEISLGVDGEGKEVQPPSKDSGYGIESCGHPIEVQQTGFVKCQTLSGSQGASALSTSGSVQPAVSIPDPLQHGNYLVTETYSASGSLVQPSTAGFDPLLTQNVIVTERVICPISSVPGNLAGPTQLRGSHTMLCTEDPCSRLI
Arrestin-AP2 inh = inhibitors of beta-arrestin/AP2 binding, primary screen, biochemical, GPCR trafficking, flow cytometry | beta-arrestin 1 C-terminal peptide binding to AP2 beta2-adaptin appendage (human) | FITC-arrestin peptide / GST-AP2 beads; AP2 beta2 appendage carries R879A mutation | inhibition, % at 10 µM | hit rate 0.31% among 340,000 | AID 504490, 2011;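 active means inhibition above a set limit, near 3 SD of compounds lacking own fluorescence, cut at about 54% in these data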;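 further: plate controls were DMSO wells for no effect and 5 µM unlabelled arrestin peptide for full effect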
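Test system: GST-tagged AP2 beta2-adaptin appendage (R879A) on 4 µm glutathione beads; also added: fluorescein-tagged arrestin peptide at 50 nM final; timing: 12 min plus 1 h, RT; signal: flow cytometry, FL1 (488/535 nm); read-out: percent drop in bead-associated FITC signal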
Mot1-301 SUMO = yeast Mot1-301 growth rescue at high temperature, primary screen, SUMOylation pathway inhibitor project, S. cerevisiae, ATP luminescence, 38.5C; S. cerevisiae Mot1-301 growth rescue; percent above DMSO median, 100 means doubled; growth rescue, % at 18.8 µM; hit rate 1% among 320,000; AID 2716, 2010;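 active means every valid replicate shows activation above 250% relative to neutral control wells; inactive means the rest, any valid replicate at or below 250%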;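 further: OY570 slx delta 5 strain wells were the positive control but not used for scaling; some compounds called inactive have numbers as strong as hits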
Active calls of the source: *; · = not tested or not shown; & = joins results of further samples. Rows were taken by chance. About 4.7% of those tested had a hit in this group.

no.	dFosB act	MITF TRPM1 HTS	PKA-R1A activ	CDK5 p35 inh	NSD2 inh	PKA-R2B activ	SR-BI HDL uptake	SR-BI DiI-HDL act	DSG3 Ab inh	Arrestin-AP2 inh	Mot1-301 SUMO	structure
1	-1	-23	-2	3.1	21	-2	15	-15	105	9	-3	O=C(CSc1nnc2scc(-c3ccccc3)n12)Nc1nsc(-c2ccccc2)n1
2	-10	27	-3	-5.3	·	-4	-11	11	·	7	15	Cc1cc2sc3ccccc3c(=O)c2c(C)c1O
3	3	·	0	-1.6	-3	4	·	·	111	-8	10	COc1ccc(CC(=O)N/N=C(\C)CC(=O)Nc2ccc3c(c2)OCCO3)cc1OC
4	88*	-19	5	-1.0	-1	-1	·	·	105	22	-9	COc1cc(NC(=O)CSc2nc(C3CC3)nc3ccccc23)cc(OC)c1
5	0	-6	-10	·	-3	-5	2	-2	95	-16	-6	COc1ccc(CNC(=O)C2CCN(S(=O)(=O)N3CCCC3)CC2)c(OC)c1
6	-5	12	-2	0.9	2	-13	29	-29	86	6	3	CCN(CC(O)CON=C1c2ccccc2-c2ccccc21)S(=O)(=O)c1ccc(Cl)cc1 (configuration not stated)
7	0	-17	10	-1.9	2	10	5	-5	93	-13	-11	Cc1ncc(CO)c(/C=N/NC(=S)Nc2cccc(Cl)c2)c1O
8	-1	4	-7	-1.6	4	-3	-1	1	96	-1	0	O=C1CCC([N+](=O)[O-])C(c2cccc([N+](=O)[O-])c2)N1 (configuration not stated)
9	4	3	-3	-1.0	0	10	-8	8	·	20	-21	CN(Cc1ccco1)C(=O)Cn1cc(S(=O)(=O)N2CCCC2)c(S(=O)(=O)N2CCCC2)c1
10	3	59	5	1.7	0	-3	-12	12	82	28	3	CCc1cc2c(=O)n(CC(C)C)cnc2s1
11	-2	·	-2	-0.2	1	-11	6	-6	98	24	-12	CCN1C(=O)CC(n2c(C)nc3ccccc32)C1=O (configuration not stated)
12	6	-3	-11	0.1	·	-2	-12	12	104	-2	-13	C[C@@H]1CN([C@@H](C)CO)C(=O)c2cc(N(C)C)ccc2O[C@@H]1CN(C)S(C)(=O)=O
13	-12	·	1	-0.4	-5	-2	20	-20	·	25	14	COc1ccc(C(C[N+](=O)[O-])c2c(-c3ccccc3)cc3ccccn23)cc1 (configuration not stated)
14	2	4	-6	1.4	-6	-18	-2	2	104	-11	2	Cc1ccc(NC(=O)CSCC(=O)O)cc1
15	-16	·	-12	-0.1	·	4	-12	12	100	4	7	Cc1ccccc1-c1nc(CS(=O)(=O)CC(=O)NCc2ccc3c(c2)OCO3)c(C)o1
16	-6	11	-14	1.5	-2	-2	69	-69	84	1	-6	CCc1ccc(OCC(=O)N/N=C/c2cc([N+](=O)[O-])ccc2N2CCCCCC2)cc1
17	1	4	-17	-0.1	7	7	-21	21	92	0	9	CC(C)c1ccc([N+](=O)[O-])cc1S(=O)(=O)N1CCN(C)CC1
18	2	1	-10	-0.6	-1	8	17	-17	110	-1	62	COc1ccccc1CNC(=O)N1CCN(S(=O)(=O)c2ccccc2)CC1
19	-10	2	-1	-2.1	-6	-2	-10	10	101	4	7	CCc1cccc(NC(=O)C2CCCN(S(=O)(=O)c3cnc[nH]3)C2)c1 (configuration not stated)
20	4	-3	4	-1.3	-4	4	-1	1	96	32	10	COc1ccccc1NC(=O)CCC(=O)Nc1nnc(C2CCCCC2)s1
21	-1	-7	2	3.0	-1	1	-8	15	109	-1	250	Cc1ccc2[nH]c3c(c2c1)CCNC3=O
22	-10	-2	2	-4.8	-1	-2	13	-13	104	7	1	CCOc1cc(-c2nnc(NC(=O)C3=COCCO3)o2)cc(OCC)c1OCC
23	-14	46	-11	0.9	1	10	-23	23	100	1	7	O=C1CC(N(C(=O)c2ccco2)c2cccc(Cl)c2)C(=O)N1c1cccc(Cl)c1 (configuration not stated)
24	4	12	-7	2.6	-3	-11	4	-4	·	9	388	CCCNNC(=O)C(O)(c1cccc(C)c1)c1cccc(C)c1
25	-17	2	10	0.6	0	-3	-6	6	101	-7	·	COc1ccc(NC(=O)Cc2ccccc2F)cc1S(=O)(=O)N1CCCCC1
26	-2	16	1	-1.9	4	6	2	-2	97	25	-6	CC(=O)Oc1ccc(NC(=O)Cc2ccccc2)cc1
27	-2	10	-2	-1.6	-14	9	-16	16	104	20	·	CC1(C)CC(NC(=S)NC2CC2)CC(C)(C)N1
28	-2	3	-10	-2.0	0	-6	-14	14	106	5	·	O=C(NCCCN1CCOCC1)c1ccc(S(=O)(=O)Nc2ccccc2)cc1
29	·	0	-5	-0.1	-3	-10	-20	20	·	6	-11	COc1ccc2c(CC(=O)Nc3ccc(OC)nc3)coc2c1
30	-7	1	12	0.9	-1	2	-13	13	103	70*	-22	O=C(OCc1nnc(-c2ccccc2)o1)c1ccc([N+](=O)[O-])s1
31	3	5	12	-0.3	1	4	-17	·	108	0	240	O=C(c1cccc(F)c1)N1CCC2(CC1)NCCc1[nH]cnc12
32	-4	0	-5	-3.1	-3	-11	4	-4	108	-6	2	CSCCC(NS(=O)(=O)c1ccc(Cl)cc1)C(=O)O (configuration not stated)
33	-9	·	12	1.2	0	-4	·	·	·	5	-3	CCc1ccccc1OCc1nc2ccc(S(=O)(=O)N3CCOCC3)cc2[nH]1
34	-7	8	-4	2.0	-1	-10	12	-12	108	0	4	COc1ccc(CCC(=O)N(c2nnc(-c3cccnc3)s2)C(C)C)cc1
35	-5	-3	15	0.6	·	-1	-12	12	99	2	-3	OC(CNCc1ccccc1)COc1ccccc1 (configuration not stated)
36	-4	18	-4	-2.6	-4	0	6	-6	98	13	-7	CCOC(=O)C1(CCCc2ccccc2)CCN(C(=O)CCn2cncn2)CC1
37	-11	18	-3	0.6	0	-15	-19	19	108	-1	5	CCc1ccccc1Oc1coc2cc(O)ccc2c1=O
38	-2	-7	-3	1.5	0	-10	-1	1	114	1	6	Cc1ccccc1C(=O)N1CCC(C(=O)Oc2ccc(C#N)cc2)CC1
39	-7	7	7	0.5	-2	2	-14	14	103	-3	3	Cc1ccc(NC(=S)Nc2c(C)n(C)n(-c3ccccc3)c2=O)cc1
40	-4	-3	-13	0.5	4	-12	·	·	101	0	4	COCc1ccc([C@@H]2C[C@H]3CN(Cc4cccnc4)C(=O)[C@]34CCCN24)o1
41	-10	3	0	-1.2	0	8	·	·	92	7	339*	COc1ccc(C(=O)N[C@H](C(=O)Nc2ccc(S(=O)(=O)N3CCOCC3)cc2)C(C)C)cc1
42	2	-7	0	-1.0	-1	0	4	-4	110	-6	0	CN(c1ccc(F)cc1)S(=O)(=O)c1ccc2[nH]cc(C(=O)O)c(=O)c2c1
43	2	-4	-7	-0.3	4	9	1	-1	·	26	3	N#Cc1nc(COc2ccccc2F)oc1NCCCn1ccnc1
44	-5	1	0	2.3	3	8	18	-18	98	8	-28	Cc1[nH]c(=O)[nH]c(=O)c1CSc1nnc([C@H](CC(C)C)NC(=O)OC(C)(C)C)o1
45	-9	-10	-5	-0.9	0	-1	8	-8	100	2	1	CCC(=O)N1CCc2cc(S(=O)(=O)N3CCc4ccccc4C3)ccc21
46	-3	39	-8	-1.1	·	3	-6	6	104	1	-2	CCc1ccc(C(=O)CSc2nnc(C3CC3)n2C2CC2)cc1
47	8	58	6	-0.1	-2	6	-4	4	105	14	-10	COC(=O)c1cnc(SCc2ccc(C)cc2)n1C
48	-2	51	8	-0.5	-4	-10	3	-3	108	5	91	CCCC(=O)n1nc(-c2ccc(C)cc2)nc1NCc1ccco1
49	-16	·	-3	2.2	-1	-7	8	-8	·	-2	11	Cc1cccc(C(=O)n2c(=S)nc3cc(C)ccn32)c1
50	5&-5	-8&1	-9&-6	0.9&-0.1	·	-12&7	35&-7	-4&7	111&99	20&-7	75&-13	COc1ccccc1N1CCN(CC(O)COc2cccc3ccccc23)CC1 (configuration not stated)

3 compounds already listed, sorted by the number in CDK5 p35 inh, highest first.
cpd	compound	CDK5 p35 inh
44	Cc1[nH]c(=O)[nH]c(=O)c1CSc1nnc([C@H](CC(C)C)NC(=O)OC(C)(C)C)o1	2.3
47	COC(=O)c1cnc(SCc2ccc(C)cc2)n1C	-0.1
42	CN(c1ccc(F)cc1)S(=O)(=O)c1ccc2[nH]cc(C(=O)O)c(=O)c2c1	-1.0

New compounds follow.
no.	dFosB act	MITF TRPM1 HTS	PKA-R1A activ	CDK5 p35 inh	NSD2 inh	PKA-R2B activ	SR-BI HDL uptake	SR-BI DiI-HDL act	DSG3 Ab inh	Arrestin-AP2 inh	Mot1-301 SUMO	structure
51	-8	2	3	-0.4	20	1	-9	9	109	8	-4	C=CCNCCOc1ccc(C)cc1[N+](=O)[O-]
52	-6	-40	1	-3.4	-1	-5	8	-8	97	-2	9	CCn1cc([N+](=O)[O-])c(C(=O)N2N=C(c3ccc(Cl)c(Cl)c3)CC2c2ccccc2O)n1 (configuration not stated)
53	-7	6	-5	2.7	-1	-11	-26	26	115	9	-16	CCc1nc(SCC(=O)c2cc(C)ccc2C)n[nH]1
54	-13	18	5	-3.3	·	5	5	-5	92	5	-16	O=C1C=C(c2ccc3ccccc3c2)C[C@@H](c2ccc(Cl)cc2)C1
55	-7	3	-2	0.5	3	5	2	-2	104	6	-21	COc1ccc(CNC(=O)c2c[nH]c3c(OC)cc(OC)cc3c2=O)cc1
56	-5	11	-8	0.8	4	15	-3	3	101	14	-10	O=C(NCc1cccs1)C1CCN(S(=O)(=O)c2ccc(Cl)cc2)CC1
57	9	89*	-8	-3.1	3	-8	-4	4	102	-1	26	FC(F)(F)c1cccc(N/N=C/c2ccccc2)c1
